# Bioassay records from PubChem BioAssay.
# Tn7 DDE FP: disrupts Tn7 cyclic peptide binding to fibrin D-Dimer-E complex; actives 0.13% (n = 370,000); inhibition, % at 8.3 µM; P02675; FP displacement of FITC-Tn7 peptide from fibrin DD(E); 0% = median of compound wells per plate;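 active means inhibition above the mean of compounds falling within the control limits plus 3 SD of them, cut at about 14% in these data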;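 further: 0% = plate median of compound wells and 100% = 10 µM Aha-Tn7 peptide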
#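 Assay system: Human clot-derived fibrin DD(E) complex | Buffer or medium: Tris/NaCl/CaCl2 buffer, pH 7.8 | Repeats: One replicate per compound | Benchmarks: Aha-Tn7 high control | Measure: % inhibition scaled between sample-field median and high-control FP | Schedule: 10 min plus 3 h, room temperature | Signal: Fluorescence polarization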
# PLCg1 inh: PLC-gamma1 (human) inhibition, primary screen | purified PLC-gamma1, fluorogenic substrate, fluorescence | inhibition, % at 12.2 µM | actives 0.84% (n = 370,000) | AID 720700; in the data active means inhibition above about 9.5%
# KLK7 zymogen act: activators of human kallikrein-7 zymogen. purified proKLK7, EDANS-DABCYL substrate fluorescence; 100% is mature enzyme control, 0% vehicle. activation, % at 7 µM. actives 0.9% (n = 370,000). AID 652039;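 active means activation above the mean of all tested compounds plus 3 SD, computed per campaign excluding outliers beyond control limits, cut at about 13% in these data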
# Target sequence (P49862 whole entry, looked up): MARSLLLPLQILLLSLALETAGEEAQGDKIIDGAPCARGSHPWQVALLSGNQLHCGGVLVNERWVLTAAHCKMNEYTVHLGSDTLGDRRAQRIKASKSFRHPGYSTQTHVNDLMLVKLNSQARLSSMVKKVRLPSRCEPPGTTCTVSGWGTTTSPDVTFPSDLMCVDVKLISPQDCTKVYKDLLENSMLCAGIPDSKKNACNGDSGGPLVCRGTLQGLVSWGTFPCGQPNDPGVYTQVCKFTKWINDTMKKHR
# DDE Tn6 FP inh: inhibitors of Tn6 peptide binding to human fibrin DD(E). inhibition, % at 8.3 µM. P02675. Fibrin DD(E) TRITC-Tn6 fluorescence polarization displacement. actives 0.21% (n = 370,000);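 active means inhibition above a per-campaign cutoff: mean of compounds within control limits plus 3 SD, cut at about 15% in these data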;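 further: 0% = median of all compound wells on the plate and 100% = blocking peptide control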
# ADAM17 inh: inhibits human ADAM17 | actives 0.83% (n = 370,000) | AID 720648 | inhibition, % at 6.95 µM | recombinant ADAM17, EDANS/DABCYL FRET peptide cleavage | P78536;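 active means inhibition above the mean of compounds lying between control limits plus 3 SD, set per campaign, cut at about 8.5% in these data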;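 further: 0% = DMSO-only wells as the low control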
# ASAP1 inh: inhibitors of human ASAP1 ArfGAP activity; inhibition, % at 16.5 µM; ASAP1-stimulated ARF1 GTP hydrolysis, GDP FP detection; Q9ULH1; actives 0.19% (n = 360,000); AID 624377; in the data active means inhibition above about 25%;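 further: 0% = vehicle with enzyme and substrate and 100% = no enzyme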
# TDP2 absorb: blocks human TDP2 phosphodiesterase activity; recombinant TDP2, T5PNP hydrolysis, p-nitrophenol absorbance 415 nm; actives 0.34% (n = 370,000); inhibition, % at 12.8 µM; O95551;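 active means inhibition above the mean of all tested compounds plus 3 SD, set per campaign, cut at about 25% in these data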;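 further: 0% = DMSO with enzyme and 100% = buffer with substrate but no TDP2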
#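 Evaluation: % inhibition relative to enzyme-containing and enzyme-free wells. Material: recombinant human TDP2. Benchmarks: enzyme-free and DMSO wells. Timing: enzyme reaction with compound for 2 h at 37 °C. Compound dosing: 12.8 µM only. Measured by: p-Nitrophenol epi absorbance. Reagent: T5PNP substrate at 5 mM, a TopII-DNA adduct mimic. Replication: single well per compound.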
# ARFGAP1 inhibitor: inhibits rat ARF GTPase activating protein 1 | Q62848 | Arfgap1-stimulated ARF1 GTP hydrolysis, GDP FP detection | inhibition, % at 16.5 µM | actives 0.26% (n = 360,000);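 active means inhibition above a per-plate limit, mean inhibition of low control wells plus 3 SD, cut at about 25% in these data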;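 further: 0% = DMSO wells with enzyme and 100% = wells lacking Arfgap1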
# Target sequence (Q62848 1-136 limits assumed): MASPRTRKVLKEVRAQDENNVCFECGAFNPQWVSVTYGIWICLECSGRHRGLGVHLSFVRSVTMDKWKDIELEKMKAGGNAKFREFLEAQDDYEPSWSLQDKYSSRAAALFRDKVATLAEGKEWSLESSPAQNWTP
#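 system = rat Arfgap1 catalytic domain, aa 1-136 | technique = FP, GDP Alexa 633 tracer displaced from anti-GDP antibody, 620/688 nm | compound = one concentration, 16.5 µM, DMSO 1.26% | medium = HEPES-based buffer, pH 7.5 | timing = compound-enzyme preincubation 20 min, reaction 120 min, detection 60 min, 25 °C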
# ADAM10 inh: ADAM10 inhibition, QFRET primary screen; inhibition, % at 7 µM; actives 0.62% (n = 370,000); recombinant ADAM10, EDANS/DABCYL FRET peptide cleavage, 3 h; AID 720582;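 active means inhibition above a per-campaign cutoff equal to the mean of compounds falling between control-based bounds plus 3 SD, cut at about 20% in these data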;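 further: 0% = DMSO wells while the 100% control is not disclosed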
# Target sequence (O14672 214-748 limits assumed): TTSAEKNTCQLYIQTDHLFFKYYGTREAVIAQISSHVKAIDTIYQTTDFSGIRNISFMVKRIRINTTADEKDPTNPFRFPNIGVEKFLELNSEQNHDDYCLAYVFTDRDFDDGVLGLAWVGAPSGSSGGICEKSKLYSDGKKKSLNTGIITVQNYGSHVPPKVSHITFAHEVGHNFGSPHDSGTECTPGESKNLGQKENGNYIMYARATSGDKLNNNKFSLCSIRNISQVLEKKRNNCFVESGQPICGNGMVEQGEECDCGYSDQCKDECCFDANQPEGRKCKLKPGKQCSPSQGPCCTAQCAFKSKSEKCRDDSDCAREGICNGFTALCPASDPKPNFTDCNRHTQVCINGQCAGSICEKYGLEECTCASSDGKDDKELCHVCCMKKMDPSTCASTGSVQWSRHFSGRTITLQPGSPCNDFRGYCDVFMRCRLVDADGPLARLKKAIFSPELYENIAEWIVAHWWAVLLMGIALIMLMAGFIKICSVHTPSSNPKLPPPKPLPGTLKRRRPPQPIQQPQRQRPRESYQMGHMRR
# LEDGF integ inh: blocks HIV-1 LEDGF/p75-dependent DNA integration; inhibition, % at 3.7 µM; TR-FRET IN-LEDGF/p75 DNA integration, Eu/Cy5; AID 743269; actives 0.64% (n = 370,000);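 active means inhibition above the screen-wide mean plus 3 SD, cut at about 13% in these data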;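 further: signal is the Cy5 over europium emission ratio at 671 and 618 nm; 0% = plate median of compound wells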
# * marks the source's active call; other numbers are inactive results; i = inactive; / = no result given.
# A first look (2 entries):
cpd	molecule	Tn7 DDE FP	PLCg1 inh	KLK7 zymogen act	DDE Tn6 FP inh	ADAM17 inh
1	S=c1[nH]c(-c2ccccc2)cn1/N=C/c1ccncc1	-4	-4	1.1	-8	-9
2	CCOC(=O)c1c(C)[nH]c(C)c1C(=O)COC(=O)c1ccc(S(=O)(=O)N(CC)CC)cc1	0	3	0.7	8	2

cpd	ASAP1 inh	TDP2 absorb	ARFGAP1 inhibitor	ADAM10 inh	LEDGF integ inh
1	12	12	4	-18	1
2	-3	-2	-2	10	0

# The whole of this part, previewed entries included:
cpd	molecule	Tn7 DDE FP	PLCg1 inh	KLK7 zymogen act	DDE Tn6 FP inh	ADAM17 inh
1	S=c1[nH]c(-c2ccccc2)cn1/N=C/c1ccncc1	-4	-4	1.1	-8	-9
2	CCOC(=O)c1c(C)[nH]c(C)c1C(=O)COC(=O)c1ccc(S(=O)(=O)N(CC)CC)cc1	0	3	0.7	8	2
3	FC(F)(F)c1cnc(Sc2nnc(-c3cccs3)n2CC2CCCO2)c(Cl)c1 (configuration not stated)	-7	-1	-0.5	0	1
4	COc1ccc([C@H]2CC(=O)C=C(c3cccc4c3Oc3ccccc3S4)C2)cc1	4	-1	-0.3	-1	-4
5	Cc1cc(NC(=O)CSc2nc3ccccc3c(=O)n2CCCC(=O)NCc2ccccc2)n[nH]1	0	5	-0.4	8	0
6	COc1ccc(Br)cc1CNc1ccc(N2CCOCC2)cc1	-5	-69	-0.7	-4	-3
7	N#Cc1ccc(S(=O)(=O)N2CCCN(c3ccc(C(F)(F)F)cn3)CC2)cc1	-1	3	-0.1	2	2
8	COc1cc(C(C[N+](=O)[O-])c2c(N)n(C)c(=O)n(C)c2=O)ccc1O (configuration not stated)	-2	1	-0.2	3	3
9	O=C(c1nn2c(C(F)(F)F)cc(-c3ccco3)nc2c1Br)N1CCCc2ccccc21	-2	-90	-3.8	0	2
10	Cc1ccc(NC(=O)CSCC(=O)O)c(C)c1	-5	-2	0.2	-12	-5

cpd	ASAP1 inh	TDP2 absorb	ARFGAP1 inhibitor	ADAM10 inh	LEDGF integ inh
1	12	12	4	-18	1
2	-3	-2	-2	10	0
3	4	-21	-2	5	-1
4	4	6	8	-1	1
5	6	5	-7	-11	2
6	-4	11	8	-6	11
7	12	0	4	-3	0
8	9	1	13	-5	3
9	4	5	1	0	2
10	0	9	-12	-9	1

# Remaining list, next part.
cpd	molecule	Tn7 DDE FP	PLCg1 inh	KLK7 zymogen act	DDE Tn6 FP inh	ADAM17 inh
11	CCNC(=O)c1cc2c(=O)n3cccc(C)c3nc2n(CCc2ccccc2)c1=N	0	i	-3.8	-5	i
12	O=C(COC(=O)c1ccco1)Nc1ccc(N2CCOCC2)cc1	1	0	0.4	0	-3
13	Cc1ccc(S(=O)(=O)N2CCN(C(=O)Cc3ccccc3)CC2)cc1	2	0	-0.5	-5	1
14	Cc1cc(C)c(NC(=O)CSc2nc3ccc(N4C(=O)c5ccccc5C4=O)cc3s2)c(C)c1	3	-5	-0.7	1	-7
15	O=C1CN(C(=O)c2ccc(Cl)c([N+](=O)[O-])c2)c2ccccc2N1	9	1	-0.5	-3	-4
16	COc1ccccc1/C=C/C(=O)OCCN1C(=O)c2ccccc2C1=O	0	11*	-0.5	-4	3
17	Cc1nc(N)sc1-c1ccccc1	-2	2	-0.5	-12	-2
18	CCOC(=O)c1c(S(=O)(=O)Nc2ccc(C)c(F)c2)c(C)n(C)c1C	6	0	0.7	0	-3
19	Cc1ccc(SCC(=O)NC(=O)NC2CCCC2)c(C)c1	14	-1	0.2	-1	0
20	COc1ccccc1NS(=O)(=O)c1ccc2c(c1)OCCO2	-3	0	-0.1	-3	2

cpd	ASAP1 inh	TDP2 absorb	ARFGAP1 inhibitor	ADAM10 inh	LEDGF integ inh
11	-4	-11	0	i	-3
12	-2	3	-7	1	0
13	-11	12	-12	2	-5
14	4	10	-5	-2	-1
15	16	-3	9	4	2
16	-4	-19	19	-9	9
17	10	-8	18	-29	0
18	10	8	5	1	-2
19	-4	4	-6	1	-3
20	0	10	4	-2	4

# Following part.
cpd	molecule	Tn7 DDE FP	PLCg1 inh	KLK7 zymogen act	DDE Tn6 FP inh	ADAM17 inh
21	CCCCc1cc(=O)oc2cc(OS(C)(=O)=O)ccc12	-4	-38	-7.7	-14	-68
22	CN(C)c1ccc(C(=O)NC2CCCCN(Cc3cccc(Cl)c3)C2=O)cc1 (configuration not stated)	-1	-7	1.4	-5	1
23	FC(F)c1nc2ccccc2[nH]1	-3	1	0.2	-1	-1
24	Cc1csc2ncnc(NNC(=O)c3ccc(Cl)cc3)c12	4	6	0.5	-5	3
25	OC(c1cccc(Cl)c1)c1nccc2ccccc12 (configuration not stated)	1	2	-0.4	1	-6
26	COc1ccc(/C=N/n2c(=O)[nH]c3c([nH]c4ccc(Cl)cc43)c2=O)cc1CN1CCCCC1	-1	-40	-46	0	-112
27	C=CCn1c(SC)nnc1-c1ccc2ncccc2c1	6	5	-0.2	-1	-8
28	CCCc1c(-c2cccc(Br)c2)ncn1CCc1ccccc1OC	-3	1	0.5	-4	4
29	CC(C)c1ccc(-c2c(C#N)c(N)nc(SCC(=O)N3CCCCC3)c2C#N)cc1	-2	0	1.2	6	0
30	CCn1cc(CN2CCCC(CO)(Cc3ccc(F)cc3)C2)c2ccccc21 (configuration not stated)	0	3	-0.3	4	2

cpd	ASAP1 inh	TDP2 absorb	ARFGAP1 inhibitor	ADAM10 inh	LEDGF integ inh
21	-3	8	9	-214	-1
22	/	-13	/	-1	-6
23	-11	4	7	0	-2
24	-22	-4	6	17	2
25	10	-3	-3	2	2
26	5	-3	2	-328	-2
27	15	-9	-6	5	2
28	3	5	-8	-7	4
29	11	-6	14	0	1
30	-6	-8	7	4	-2

# Carrying on.
cpd	molecule	Tn7 DDE FP	PLCg1 inh	KLK7 zymogen act	DDE Tn6 FP inh	ADAM17 inh
31	Cc1cccc(C)c1NC(=O)C(C)Sc1nnc(C)n1CC1CCCO1 (configuration not stated)	-1	0	-0.5	-4	1
32	COc1cccc(-c2nc(-c3ccc(Br)o3)no2)c1	1	2	0.3	-2	-5
33	CCOC(=O)Cn1c(=O)c2c(nc3n2CCN3Cc2ccccc2)n(C)c1=O	-4	-1	0.2	7	-6
34	Cc1cccc(N2CCN(c3ccc4cc(S(=O)(=O)N5CCCCC5)ccc4n3)CC2C)c1 (configuration not stated)	-3	0	-0.4	1	-4
35	Cc1c(NC(=O)CSc2nc3ccccc3[nH]2)c(=O)n(-c2ccccc2)n1C	-5	4	-0.5	1	5
36	Cn1c(=O)c(C(=O)CSc2ccccc2)c(N)n(Cc2ccccc2)c1=O	-2	5	0.3	-2	3
37	CC(C)CC(=O)Nc1ccc(Cc2ccncc2)cc1	1	0	0.3	4	-1
38	CCc1ccc(N2CC(C(=O)N3CCN(S(=O)(=O)c4cccc(F)c4)CC3)CC2=O)cc1 (configuration not stated)	4	-2	-0.3	-1	-5
39	FC(F)(F)c1cc(-c2ccccn2)nc2cc(-c3ccccc3)nn12	9	-2	-0.8	2	-6
40	Cc1cc2c(c(Sc3ccccc3)n1)C(=O)OC2	2	3	0.0	-6	1

cpd	ASAP1 inh	TDP2 absorb	ARFGAP1 inhibitor	ADAM10 inh	LEDGF integ inh
31	-4	14	10	-5	1
32	-4	2	15	-8	-6
33	-8	7	9	-1	4
34	-14	0	-8	-4	-2
35	17	-12	-4	5	7
36	-3	-7	-8	8	10
37	-6	-6	5	5	2
38	3	-3	-1	-12	0
39	2	3	-7	4	-2
40	-2	2	7	1	0

# Look-ups from the results shown:
# Under ASAP1 inh, entry 25 shows 10
# Under ARFGAP1 inhibitor, entry 20 shows 4
# Under ARFGAP1 inhibitor, entry 11 shows 0

# More entries
cpd	molecule	Tn7 DDE FP	PLCg1 inh	KLK7 zymogen act	DDE Tn6 FP inh	ADAM17 inh
41	COc1ccc(OCc2nnc(SCC(=O)N3CCOCC3)o2)cc1	2	5	-0.3	-1	3
42	C[C@@H]1CC[C@@]2(O[C@H](CCO)C[C@@H](O)[C@@H]2O)O1	6	2	-0.1	-2	-4
43	CCOC(=O)C1CCN(C(=O)c2ccc3c(=O)n4nc(Nc5ccccc5OC)sc4nc3c2)CC1	-2	1	-0.3	0	2
44	Cc1ccc(S(=O)(=O)N2CCCC2C(=O)NCc2ccccc2F)cc1 (configuration not stated)	-6	-3	-0.6	-1	-1
45	COCCCN1C(=O)[C@H](CC(=O)NCCCCc2ccccc2)[C@]2(C(=O)OC)CCCCC=C12	-1	4	0.0	-1	0
46	Cn1c(N)c(C(=O)COC(=O)CSc2ccccc2)c(=O)n(C)c1=O	4	6	-0.1	-1	1
47	COc1ccc([N+](=O)[O-])cc1N(CC(=O)NC1CCCC1)S(C)(=O)=O	1	-1	0.0	5	-2
48	C[C@H]1CN([C@@H](C)CO)C(=O)Cc2cc(NC(=O)C3CC3)ccc2O[C@H]1CN(C)Cc1ccc(C(=O)O)cc1	0	3	0.0	0	0
49	CCOC(=O)Nc1nc2ccccc2s1	7	0	0.7	-3	-4
50	O=C1C(Cc2ccccc2)NC(=S)N1c1ccccc1 (configuration not stated)	-7	8	-0.9	-11	10*
51	CCCCc1c(C)nc(N2CCCC2)[nH]c1=O	-3	0	0.2	6	-1
52	CCOc1nc(Nc2ccc(F)cc2)nc(N2CCN(c3ccc(OC)cc3)CC2)n1	-5	-2	0.6	2	-4

cpd	ASAP1 inh	TDP2 absorb	ARFGAP1 inhibitor	ADAM10 inh	LEDGF integ inh
41	4	-5	9	3	2
42	10	2	-3	-9	-1
43	-11	-11	-8	2	-2
44	6	6	-5	-3	1
45	/	4	/	3	3
46	-6	17	-7	4	0
47	10	-2	-16	-5	-3
48	6	6	6	2	1
49	7	8	-10	-10	-2
50	-4	-11	6	13	7
51	3	-3	4	4	3
52	0	1	-4	-6	3

# In another format: 3 of the compounds above
3	FC(F)(F)c1cnc(Sc2nnc(-c3cccs3)n2CC2CCCO2)c(Cl)c1 (configuration not stated)
6	COc1ccc(Br)cc1CNc1ccc(N2CCOCC2)cc1
1	S=c1[nH]c(-c2ccccc2)cn1/N=C/c1ccncc1

assay / compound,3,6,1
Tn7 DDE FP,-7,-5,-4
PLCg1 inh,-1,-69,-4
KLK7 zymogen act,-0.5,-0.7,1.1
DDE Tn6 FP inh,0,-4,-8
ADAM17 inh,1,-3,-9
ASAP1 inh,4,-4,12
TDP2 absorb,-21,11,12
ARFGAP1 inhibitor,-2,8,4
ADAM10 inh,5,-6,-18
LEDGF integ inh,-1,11,1
